# D1 antag = blocks dopamine activation of the human D1 receptor | P21728 | HEK293 TREx D1 cells, calcium flux, dopamine EC80; active compounds read low | activity change, negative = inhibition, % at 10 µM | 3.2% of 360,000 active; in the data active = activity change below about -30%; note: % is set by controls: 0 for no effect and ±100 for the full control effect
# Target sequence (P21728 whole entry, looked up): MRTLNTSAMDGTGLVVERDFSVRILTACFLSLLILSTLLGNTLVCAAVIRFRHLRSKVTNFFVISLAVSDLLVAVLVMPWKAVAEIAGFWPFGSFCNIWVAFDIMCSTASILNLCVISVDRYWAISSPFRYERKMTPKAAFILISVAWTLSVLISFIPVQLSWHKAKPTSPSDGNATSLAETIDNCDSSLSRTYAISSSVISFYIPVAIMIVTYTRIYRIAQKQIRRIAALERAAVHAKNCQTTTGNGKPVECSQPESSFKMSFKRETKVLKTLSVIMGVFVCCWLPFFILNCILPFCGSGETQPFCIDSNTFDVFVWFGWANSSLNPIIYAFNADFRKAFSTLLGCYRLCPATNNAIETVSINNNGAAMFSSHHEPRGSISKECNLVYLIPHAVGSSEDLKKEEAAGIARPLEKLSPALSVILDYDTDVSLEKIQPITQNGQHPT
#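 Antagonism measured as reduced calcium response to an EC80 dopamine addition following 180 s compound pre-read; cells were inducible HEK293 Trex D1 plated overnight at 30 C, read kinetically at 1 cycle/sec.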
# GRP78 ERSR act = induces the endoplasmic reticulum stress response in human glioma cells. U87-MG GRP78 promoter luciferase reporter, 16 h. Potency, µM, for inactives: top-dose activation, most hits filed as activators. 0.02% of 420,000 active. AID 602332; note: potency is the fitted concentration of half-maximal effect; series mostly up to about 76 µM; % of control where 0% means no effect; nearly all actives have a fitted effect of over 35% in size
#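 Stably transfected U87-MG glioma cells carrying a GRP78-based luciferase sensor; 16 h compound incubation. Luminescence end-point read 10 min after Bright-Glo addition at room temperature.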
# Vif-A3G inh = Vif-A3G binding inhibition. AID 602310. 0.076% of 410,000 active. Potency, µM (series often up to 46.1 µM), for inactives: top-dose activity, negative = active, actives largely listed as inhibitors. Q9HC16. HeLa A3G-eYFP + Vif (tagged APOBEC3G with the HIV-1 protein that degrades it), YFP fluorescence, overnight;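 note: potency is the fitted concentration of half-maximal effect; % is set by controls: 0 for no effect and ±100 for the full control effect; nearly all actives have a fitted effect of over 60% in size; hits raise eYFP signal because A3G escapes Vif-driven loss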
#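 Read-out is eYFP fluorescence (Ex 488/Em 500-530) from Vif-expressing HeLa A3G-eYFP cells; more signal means A3G escaped Vif-mediated degradation. Cells plated overnight, compound pinned in, incubated overnight at 37 deg C.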
# Vif-APOBEC3F blk = blocks the Vif interaction with APOBEC3F; AID 602313; Potency, µM (highest dose often 46.1 µM), for the others: at the top dose activity, negative = active; HeLa A3F-eYFP + Vif (tagged APOBEC3F with the HIV-1 protein that degrades it), YFP fluorescence increase; 0.2% of 390,000 active; note: potency is the fitted concentration of half-maximal effect; % of control where 0% means no effect; nearly all actives have a fitted effect of over 65% in size
#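 Fluorescence increase (Ex 488/Em 500-530) after overnight compound treatment at 37 deg C flags inhibition of Vif-driven A3F-eYFP loss in stable HeLa A3F-eYFP/Vif cells seeded overnight beforehand.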
# RXFP1 antag = antagonists of human relaxin receptor RXFP1 | Q9HBX9 | AID 1259400 | 0.59% of 350,000 active | activity change, negative = inhibition, % at 57.5 µM | HEK293-RXFP1, relaxin-stimulated cAMP HTRF, 30 min; active compounds read low;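 active = activity change of -60% or lower, but not beyond a set lower limit; inconclusive = change between -60% and -40%, or beyond the set limit; inactive = change above -40%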; note: % is set by controls: 0 for no effect and ±100 for the full control effect
# D2 potentiator = D2 dopamine receptor (human) potentiation; potentiation, % at 10 µM; HEK293 T-REx D2, calcium flux, EC20 dopamine potentiation; 0.34% of 340,000 active; P14416;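 active = potentiation over 3 SD above the plate norm, cut at about 30% in these data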; note: 0% is about no effect
# Target sequence (P14416 whole entry, looked up): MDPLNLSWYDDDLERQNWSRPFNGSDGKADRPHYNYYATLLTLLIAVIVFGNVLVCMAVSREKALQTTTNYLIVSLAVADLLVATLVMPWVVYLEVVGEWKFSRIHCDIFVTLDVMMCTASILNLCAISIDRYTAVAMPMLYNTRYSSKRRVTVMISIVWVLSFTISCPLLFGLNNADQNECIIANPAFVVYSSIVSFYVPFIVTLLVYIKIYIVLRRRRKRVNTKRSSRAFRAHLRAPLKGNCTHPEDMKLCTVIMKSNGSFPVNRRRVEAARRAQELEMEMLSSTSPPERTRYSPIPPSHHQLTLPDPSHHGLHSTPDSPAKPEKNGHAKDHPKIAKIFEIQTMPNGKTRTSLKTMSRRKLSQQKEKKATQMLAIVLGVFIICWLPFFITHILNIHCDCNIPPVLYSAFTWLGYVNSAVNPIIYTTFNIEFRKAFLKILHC
#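 Cells plated with tetracycline inducer and held overnight at 30 C; calcium dye loaded 30–90 min at room temperature; baseline taken, compound added and read 180 s; EC20 dopamine then added and read 180 s.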
# RXFP1 ag = activates the human relaxin receptor RXFP1; Q9HBX9; HEK293T-RXFP1 cAMP TR-FRET, 30 min; response scale: percent of porcine relaxin response, buffer zero; Potency, µM (highest dose often 57.5 µM), inactives show top-dose activation, actives largely listed as activators; 0.3% of 370,000 active; AID 2676; note: potency is the fitted concentration of half-maximal effect; % is set by controls: 0 for no effect and ±100 for the full control effect; nearly all actives have a fitted effect of over 60% in size; many of its hits are not listed in these tables
#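 Agonist response is measured as cAMP accumulation in an RXFP1-transfected HEK293T line under PDE4 inhibition. Values are scaled between buffer-only and 29 nM porcine relaxin, and EC50s come from standard Hill equation fits.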
# D1 ag = human D1 receptor agonism | P21728 | HEK293 T-REx D1 cells, calcium flux, agonist mode | activation, % at 2 µM | 1% of 360,000 active; in the data active = activation above about 30%; note: 0% is about no effect
#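 Agonism was scored from calcium flux recorded over 180 s (1 read/s) after pintool compound addition, following a 10-cycle baseline. Cells were inducible force-coupled HEK293 TREx D1, plated overnight at 30 C and loaded with no-wash calcium dye.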
# D1 PAM = enhances dopamine response at the human D1 receptor | P21728 | HEK293 TREx D1 cells, calcium flux, dopamine EC20 potentiation | potentiation, % at 10 µM | 0.036% of 360,000 active | AID 504651; in the data active = potentiation above about 30%; note: 0% is about no effect
# Active calls of the source: *; u = inconclusive; x = not tested or not shown; & = joins results of further samples. Unless noted, calls come from the whole dose curve; as a rule, active = well fitted curve in the direction sought with a large enough effect; inconclusive = small, poorly fitted or top-dose-only effect, or another doubt; inactive = no such curve, though single readings can be large; an effect the other way counts as inactive or inconclusive. These rows are one share of the data; rates above refer to the full screens.
Molecule	D1 antag	GRP78 ERSR act	Vif-A3G inh	Vif-APOBEC3F blk	RXFP1 antag	D2 potentiator	RXFP1 ag	D1 ag	D1 PAM
COc1ccc(C(=O)Nc2ccc3oc(-c4cccc5c(Br)cccc45)nc3c2)cc1	-22	-2%	3%	1%	-6	2	13%	-1	2
CN(CC(=O)Nc1ccc(Cl)cc1)S(=O)(=O)c1ccc2c(c1)n(C)c(=O)c(=O)n2C	7	2%	0%	-5%	-21	-6	28%	2	-1
COc1cccc(N2C(=O)C3CCCN3C2c2ccc(F)cc2)c1 (stereo not given)	17	-6%	-5%	2%	5	0	-1.5%	0	-3
O=C(CN(C(=O)CCC(=O)Nc1nccs1)c1ccc2c(c1)OCO2)NCc1ccc(F)cc1	-1	0%	-4%	0%	-18	-20	2.8%	0	-4
COC(=O)c1nnn(-c2ccc(Cl)cc2)c1C(=O)OC	-3	-1%	1%	2%	-6	5	1.6%	2	-1
CC(=O)Nc1ccc(S(=O)(=O)N(C)CC(=O)OCC(=O)N2CCN(C(=O)c3ccco3)CC2)cc1	4	-4%	0%	-6%	-5	-1	-0.5%	2	-9
CCN(CC)C(=O)CSc1nnc2c3ccccc3n(C)c2n1	2	-2%	1%	13%	11	8	u	2	7
COc1cc(/C=C2\SC(=S)N(CC(=O)NC(C)(C)C)C2=O)cc(OC)c1OC	-61*	-3%	-1%	1%	-15	x	-1.1%	11	-10
CCOC(=O)N1CCN(C(=O)c2ccc(N3C(=O)CCC3=O)cc2)CC1	-18	-5%	-2%	-5%	16	-4	-1.0%	0	-1
Cc1c(C=O)c2ccccc2n1CC(=O)O	33	-6%	-4%	-5%	4	3	-2.4%	5	0
O=C1CN(C(=O)c2cccs2)c2ccccc2N1	-1	-5%	2%	-16%	3	14	1.7%	3	-4
O=C(c1cc(Sc2cccc(Cl)c2)nc2ccccc12)N1CCN(c2ccccn2)CC1	17	-9%	-9%	14%	u	3	3.8%	5	3
O=C(c1ccc(Cl)c([N+](=O)[O-])c1)N1CCN(Cc2ccc3c(c2)OCO3)CC1	2	-4%	3%	0%	-16	2	-0.9%	1	-6
CC(=O)c1ccc(C(C)(C)c2ccc(C(C)=O)s2)s1	-9	2%	-1%	-5%	-1	-5	2.9%	4	-8
O=C(/C=C/c1cccs1)Nc1scc(-c2ccccc2)c1C(=O)O	-2	-13%	-4%	4%	u	-1	2.5%	2	-3
COc1ccc(OC)c(C(C)NC(=O)Cn2c(=O)cc(C)c3c(C)nn(-c4ccc(C)cc4)c32)c1 (stereo not given)	6	-2%	-2%	-11%	6	-7	0.7%	3	1
CCCc1cc(-c2ccc3c(c2)COc2c4ccccc4nn2-3)on1	-11	-5%	-14%	0%	x	-2	1.3%	1	-1
COc1ccccc1C(=O)Nc1cccc(NC(=O)c2ccccc2OC)n1	-20	-2%	1%	4%	9	3	u	3	-7
Cc1cc(C)cc(NC(=O)NCc2ccccn2)c1	5	-2%	8%	-7%	-3	6	-1.5%	6	-2
O=C(c1cc(-c2ccccc2)on1)N1CCN(C(=O)c2ccco2)CC1	31	2%	3%	-8%	11	11	1.0%	3	6
CNc1nc(C)c(C(=O)OCC(=O)OC)s1	-2	1%	-1%	1%	-6	12	-1.0%	4	-4
CCc1c(C)nc2c(-c3ccccc3OC)c(C)[nH]n2c1=O	-3	-3%	-1%	-11%	18	-14	-2.0%	5	-6
O=C(CCC(=O)N1CCc2ccccc2C1)NCCc1ccc(Cl)cc1	-3	-1%	6%	4%	1	-1	1.2%	0	-4
CC1CCc2ccc(F)cc2N1S(=O)(=O)c1cccs1 (stereo not given)	-3	-5%	u	-5%	-1	-2	1.7%	1	0
CCOc1ccc(C(C)=O)cc1CN1C(=O)NC2(CCCCC2C)C1=O (stereo not given)	-8	-1%	-7%	-8%	1	-5	0.7%	12	-6
CC1=Nc2ccccc2/C1=C\c1sc(Nc2ccc(C)cc2)nc1O	-9	-1%	-33%	-8%	2	-26	5.4%	4	-2
COC(=O)CSc1nc2cc(C)ccc2cc1C#N	14	3%	-14%	x	-12	-10	-0.9%	13	2
CCOc1ccc(C(CC(=O)O)n2cnnn2)cc1 (stereo not given)	0	1%	-1%	5%	-9	6	-0.4%	1	0
N=C1S/C(=C\c2cccc3ccccc23)C(=O)N1c1ccc(F)cc1	-22	-3%	u	u	-13	0	-0.7%	1	0
O=C(CN(C(=O)c1csnn1)c1ccccc1C(F)(F)F)NC1CCCCC1	4	-2%	0%	-15%	2	-1	0.0%	4	-7

Molecule	D1 antag	GRP78 ERSR act	Vif-A3G inh	Vif-APOBEC3F blk	RXFP1 antag	D2 potentiator	RXFP1 ag	D1 ag	D1 PAM
COc1ccc(-c2[nH]nc3c2C(c2ccc(OC(=O)N4CCOCC4)cc2)C(C#N)=C(N)O3)cc1 (stereo not given)	-11	8%	0%	-3%	0	-9	-0.3%	5	-3
c1ccc(OCc2nn3c(-c4ccco4)nnc3s2)cc1	0	-3%	6%	-8%	-8	9	1.6%	1	5
COC(=O)CC1Oc2ccccc2N(Cc2ccc(C)cc2)C1=O (stereo not given)	8	-6%	1%	3%	-8	-3	1.9%	6	3
CCOC(=O)C1CCN(Cc2ccc(-c3ccccc3)cc2)CC1	-8	-2%	-14%	-15%	-1	5	0.8%	6	-5
Cc1ccccc1NC(=S)N1CCC(NC(=O)c2ccco2)CC1	5	-4%	-1%	3%	-4	-2	-2.4%	1	1
Clc1nc(N2CCOCC2)ncc1Br	3	-5%	-3%	-20%	2	-5	3.2%	1	-3
CC(C)OCCCNC(=O)c1ccc(NC(=O)C2CCCO2)cc1 (stereo not given)	-28	-1%	2%	0%	-8	2	0.1%	1	-5
O=C(CCC1CCCCC1)Nc1ncn[nH]1	3	1%	-4%	2%	-2	1	0.2%	1	-8
CCOC(=O)c1sc2nc3c(SCCC#N)cc(C(=O)c4cc(F)ccc4O)cn3c(=O)c2c1C	-3	0%	0%	-15%	3	-2	1.0%	4	-4
COc1ccc(S(=O)(=O)N2CCN(Cc3cccc(OC)c3OC)CC2)cc1	-23	-3%	2%	7%	4	-2	1.7%	6	-17
COc1ccc(CNC(=O)COC(=O)c2ccc(C(=O)c3ccccc3)cc2)cc1	x	-2%	3%	8%	-2	x	x	x	x
COc1ccc(/C=C/c2onc(C)c2S(=O)(=O)N2CCC(C(=O)N3CCC(C)CC3)CC2)cc1	-5&0	-6%&-3%	10%&9%	2%&-4%	4&-17	-8&8	-2.6%&0.2%	3&3	-5&-1
O=C(NCCCN1CCCC1=O)c1ccc(OCc2ccccc2)cc1	5	0%	0%	4%	-5	-8	2.8%	6	-2
O=C(Nc1ccccc1)c1ccc(S(=O)(=O)N2CCCCC2)cc1	-29	5%	1%	0%	x	-12	0.2%	1	-3
CCCC(=O)N1c2nc(-c3ccco3)nn2C2(CCCCC2)[C@@H]2CCCC[C@@H]21	29	-3%	-3%	2%	-66*	20	-0.1%	3	2
O=c1c(=O)n(Cc2ccc(Cl)cc2)ccn1Cc1ccc(F)cc1	0	-1%	2%	0%	13	-13	-3.7%	5	0
O=C1OC(c2ccccc2)=CC1=Cc1ccccc1O	x	2%	3%	-3%	7	x	x	x	x
N/C(=N\c1nc2ccccc2o1)NC(=O)c1ccccc1Br	9	5%	-8%	10%	-20	-1	-4.2%	3	-1
Cc1nc(-c2ccc(S(=O)(=O)N3CCN(C4c5ccccc5-c5ccccc54)CC3)s2)cs1	6	-4%	1%	9%	-22	0	0.1%	1	-4
Cc1cc(NC(=O)C(C)SCC(=O)Nc2cc(C(F)(F)F)ccc2N2CCCCC2)no1 (stereo not given)	8	-3%	1%	1%	-29	11	1.7%	5	-3
Cc1cc(OC(=O)c2ccc(S(=O)(=O)N(C)C)cc2)cc(=O)o1	-16	-1%	2%	-1%	6	6	0.4%	1	0
CC(=O)NCCC1CCN(C(=O)C2CCC(=O)N(C3CCCC3)C2)CC1 (stereo not given)	0	-4%	2%	15%	3	18	-0.9%	1	-6
N#Cc1c(N)n(-c2ccccc2N)c2nc3ccccc3nc12	-21	-1%	-5%	8%	7	-1	6.3%	2	-3
COc1ccccc1N(Cc1cc2cccc(C)c2[nH]c1=O)C(=O)C(C)C	-7	3%	1%	-1%	4	x	0.3%	3	1
COc1ccc2c(c1)sc1ncc(C(=O)NCc3ccccc3F)c(=O)n12	0	-2%	2%	-2%	-6	-3	2.9%	1	1
c1ccc(CNc2ncn[nH]2)cc1	x	-7%	-6%	-4%	-4	x	x	x	x
Cc1ccccc1NC(=O)CCS(=O)(=O)c1cc(Br)cc2c1N(C(=O)C1CC1)CC2	-21	-2%	0%	-3%	0	-1	2.1%	0	1
CCCCN(C(=O)c1cc2c(s1)CCC2)c1c(N)n(CCC)c(=O)[nH]c1=O	-4	-2%	-3%	-7%	-4	x	-0.1%	1	-5
CC(=O)Nc1ccc(Nc2c(CCC(C)C)c(C)c(C#N)c3nc4ccccc4n23)cc1	16	-3%	2%	-12%	5	16	0.3%	-1	-1
CC(=O)NS(=O)(=O)c1ccc(NC(=S)NC(=O)C2CCC2)cc1	9	-1%	2%	3%	-1	x	-0.1%	8	-2

Molecule	D1 antag	GRP78 ERSR act	Vif-A3G inh	Vif-APOBEC3F blk	RXFP1 antag	D2 potentiator	RXFP1 ag	D1 ag	D1 PAM
O=c1oc2ccccc2c2c1ncn2C1CCCCC1	3	-1%	0%	9%	-21	12	0.6%	3	6
CC(=O)OC(C(=O)NCc1ccco1)c1cccnc1 (stereo not given)	6	-4%	-3%	-6%	1	x	0.2%	1	-3
Cc1cccc(C(=O)Nc2cccc(C(=O)Nc3cc(C)ccn3)c2)c1	-5	1%	0%	-3%	-3	0	-1.3%	5	-2
O=[N+]([O-])c1ccc(N/N=C\c2cccn2-c2ccccc2)nc1	0	-8%	11µM*	u	0	-16	3.1%	37*	5
O=C(Cc1c(F)cccc1Cl)Nc1cc(S(=O)(=O)N2CCCCC2)ccc1N1CCOCC1	-9	-1%	-6%	-9%	2	-4	-2.2%	0	6
